RXFP1 antagonist = qHTS Assay for Antagonists of the Relaxin Receptor RXFP1. Relaxin receptor 1 (Homo sapiens), Q9HBX9. HEK293-RXFP1, relaxin-stimulated cAMP HTRF, 30 min; hits give low values. activity change, negative = inhibition, % at 57.5 µM. hit rate 0.59% among 350,000;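 active means activity change of -60% or lower, but not beyond a set lower limit; inconclusive means change between -60% and -40%, or beyond the set limit; inactive means change above -40%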; further: on the % scale 0 is the no-effect control and ±100 the full control effect
D1 PAM = Potentiators of Human D1 Dopamine Receptor: qHTS; HEK293 TREx D1 cells, calcium flux, dopamine EC20 potentiation; potentiation, % at 10 µM; hit rate 0.036% among 360,000; AID 504651, 2011; in the data active means potentiation above about 30%; further: 0% is about no effect
D1 antag = Antagonist of Human D 1 Dopamine Receptor: qHTS; activity change, negative = inhibition, % at 10 µM; hit rate 3.2% among 360,000; HEK293 TREx D1 cells, calcium flux, dopamine EC80; hits give low values; in the data active means activity change below about -30%; further: on the % scale 0 is the no-effect control and ±100 the full control effect
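Tetracycline-induced HEK293 Trex D1 cells, force-coupled to calcium, dye-loaded; compounds added and read 180 s, then EC80 dopamine added and calcium flux tracked kinetically another 180 s.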
Apoferritin bind = qHTS Assay for Identification of Novel General Anesthetics; Potency, µM (series often up to 77.5 µM), for inactives: at the top dose activity change, negative = displacement, usual class: inhibitors; AID 485281, 2010; Ferritin light chain (Equus caballus), P02791; hit rate 0.074% among 350,000; apoferritin/1-aminoanthracene competitive binding, fluorescence; further: potency means the concentration at half of the fitted maximal effect; on the % scale 0 is the no-effect control and ±100 the full control effect; nearly all actives have a fitted effect of over 20% in size
Target sequence (P02791 2-175 limits assumed): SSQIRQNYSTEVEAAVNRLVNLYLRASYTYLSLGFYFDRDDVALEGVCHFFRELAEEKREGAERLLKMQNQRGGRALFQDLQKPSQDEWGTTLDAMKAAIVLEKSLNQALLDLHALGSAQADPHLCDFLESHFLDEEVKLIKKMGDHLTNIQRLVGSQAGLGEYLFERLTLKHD
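Apoferritin-based anesthetic binding model; compound displacement of fluorescent 1-AMA measured as endpoint fluorescence after 10 minutes at room temperature, scaled to free-ligand and complex controls.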
RXFP1 ag = qHTS Assay for Agonists of the Relaxin Receptor RXFP1. hit rate 0.3% among 370,000. Relaxin receptor 1 (Homo sapiens), Q9HBX9. Potency, µM (series often up to 57.5 µM), for the others: top-dose activation, actives largely listed as activators. AID 2676, 2010. HEK293T-RXFP1 cAMP TR-FRET, 30 min; response scale: percent of porcine relaxin response, buffer zero; further: potency means the concentration at half of the fitted maximal effect; on the % scale 0 is the no-effect control and ±100 the full control effect; nearly all actives have a fitted effect of over 60% in size; many of its hits are not listed in these tables
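Agonist response is measured as cAMP accumulation in an RXFP1-transfected HEK293T line under PDE4 inhibition. Values are scaled between buffer-only and 29 nM porcine relaxin, and EC50s come from standard Hill equation fits.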
D2 PAM = HTS Assay for Positive Allosteric Modulators of the Human D2 Dopamine Receptor: Primary Screen for Potentiators. D(2) dopamine receptor (Homo sapiens), P14416. HEK293 T-REx D2, calcium flux, EC20 dopamine potentiation. hit rate 0.34% among 340,000. AID 485347, 2010. potentiation, % at 10 µM;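 active means potentiation over 3 SD above the plate norm, cut at about 30% in these data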; further: 0% is about no effect
Target sequence (P14416 whole entry, looked up): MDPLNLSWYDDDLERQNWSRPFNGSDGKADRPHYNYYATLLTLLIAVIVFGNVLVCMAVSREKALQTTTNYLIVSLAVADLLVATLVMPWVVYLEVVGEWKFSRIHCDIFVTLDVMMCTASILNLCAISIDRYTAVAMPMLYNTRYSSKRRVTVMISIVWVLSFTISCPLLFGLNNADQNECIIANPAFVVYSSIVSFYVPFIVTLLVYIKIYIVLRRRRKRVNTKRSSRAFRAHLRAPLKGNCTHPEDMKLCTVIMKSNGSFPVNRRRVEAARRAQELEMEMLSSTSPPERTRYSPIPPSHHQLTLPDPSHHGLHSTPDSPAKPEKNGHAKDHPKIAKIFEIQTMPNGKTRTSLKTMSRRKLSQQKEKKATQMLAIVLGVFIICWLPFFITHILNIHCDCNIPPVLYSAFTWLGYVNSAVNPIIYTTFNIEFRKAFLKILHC
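Tetracycline-induced HEK293 T-REx cells force-coupled to calcium signalling expressed D2; compounds were pin-added after a 10 s baseline, read kinetically 180 s, then an EC20 dopamine challenge followed with a further 180 s calcium read.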
TRHR agonist = qHTS for Small Molecule Agonists and Allosteric Enhancers of Human TRH Receptor: Primary Screen for Agonists | TRHR cells, calcium flux fluo-8, FDSS agonist mode | activation, % at 2 µM | hit rate 0.18% among 360,000; in the data active means activation above about 30%; further: 0% is about no effect
Target sequence (P34981 whole entry, looked up): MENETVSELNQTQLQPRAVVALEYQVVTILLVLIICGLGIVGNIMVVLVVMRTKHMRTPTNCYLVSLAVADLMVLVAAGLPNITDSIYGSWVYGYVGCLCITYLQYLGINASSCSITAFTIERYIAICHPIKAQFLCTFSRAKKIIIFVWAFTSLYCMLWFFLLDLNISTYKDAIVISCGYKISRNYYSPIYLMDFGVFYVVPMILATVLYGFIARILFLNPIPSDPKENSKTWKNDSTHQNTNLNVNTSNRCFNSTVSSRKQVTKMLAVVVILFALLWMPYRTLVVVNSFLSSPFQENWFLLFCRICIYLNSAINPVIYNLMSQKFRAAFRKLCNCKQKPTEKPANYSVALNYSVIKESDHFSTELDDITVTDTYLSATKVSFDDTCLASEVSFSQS
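In this calcium-flux screen, cells bearing human TRHR are dye-loaded with fluo-8, baselined for 10 cycles, then exposed to library compounds; positive kinetic calcium responses during the agonist phase mark hits, with TRH as control.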
D1 ag = Allosteric Agonists of the Human D1 Dopamine Receptor: qHTS. AID 504660, 2011. hit rate 1% among 360,000. activation, % at 2 µM. HEK293 T-REx D1 cells, calcium flux, agonist mode; in the data active means activation above about 30%; further: 0% is about no effect
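Tetracycline-induced HEK293 TREx D1 cells, force-coupled to calcium signalling, were dye-loaded with a no-wash calcium kit. Compound was pin-added after a 10 s baseline. Fluorescence was read kinetically at 1 cycle/s for 180 s, with calcium rises flagged as agonism.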
TRHR PAM = qHTS for Small Molecule Agonists and Allosteric Enhancers of Human TRH Receptor: Primary Screen for Enhancers; Thyrotropin-releasing hormone receptor (Homo sapiens), P34981; TRHR cells, fluo-8 calcium fluorescence, EC20 TRH enhancement; enhancement, % at 2 µM; hit rate 0.66% among 360,000; AID 493056, 2011; in the data active means enhancement above about 30%; further: 0% is about no effect
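Enhancer read-out: after compound pinning and an initial kinetic agonist-mode read, an EC20 of TRH (10 nM final) was injected and fluo-8 calcium signal (Ex 480/Em 530) followed at 1 s/cycle for 100 cycles in TRHR-expressing cells.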
* marks the source's active call; other numbers are inactive results; ? = inconclusive; / = not tested or not shown; [ ] = dose if it differs, or a comment. Unless noted, the call rests on the fitted dose curve; in most records, active means well fitted curve in the direction sought with a large enough effect; inconclusive means small, poorly fitted or top-dose-only effect, or another doubt; inactive means no such curve, though single readings can be large; an effect the other way counts as inactive or inconclusive. An excerpt; the hit share may differ from the screen's.

Start of the data: the first five records as a preview:
Compound | RXFP1 antagonist | D1 PAM | D1 antag | Apoferritin bind | RXFP1 ag | D2 PAM | TRHR agonist | D1 ag | TRHR PAM
N#CC(C#N)=C1C=CC=CN1/C(=C\c1ccco1)C(=O)c1ccc(Cl)cc1 | ? | -11 | -52* | -6% | -0.1% | -7 | -0.3 | 3 | -9
COc1ccccc1OCc1csc(NC(=O)c2ccco2)n1 | 10 | 3 | -17 | -18% | 1.6% | 22 | 0.0 | 1 | 9
CC(=O)Cn1c(CN2CCCC2)nc2ccccc2c1=O | -14 | -5 | -9 | 1% | 0.6% | -4 | 0.1 | 2 | -1
CCOc1cccc2cc(C(=O)Nc3nccs3)c(=O)oc12 | 4 | -6 | -7 | -2% | 1.1% | 6 | 0.5 | 2 | -8
O=C(CC1SC(N2CCCCC2)=NC1=O)Nc1cccc(C(=O)Nc2ncccc2O)c1 (centres undefined) | 11 | -2 | 44 | / | 0.9% | -7 | -0.3 | 2 | 3

The listing, repeating the preview:
Compound | RXFP1 antagonist | D1 PAM | D1 antag | Apoferritin bind | RXFP1 ag | D2 PAM | TRHR agonist | D1 ag | TRHR PAM
N#CC(C#N)=C1C=CC=CN1/C(=C\c1ccco1)C(=O)c1ccc(Cl)cc1 | ? | -11 | -52* | -6% | -0.1% | -7 | -0.3 | 3 | -9
COc1ccccc1OCc1csc(NC(=O)c2ccco2)n1 | 10 | 3 | -17 | -18% | 1.6% | 22 | 0.0 | 1 | 9
CC(=O)Cn1c(CN2CCCC2)nc2ccccc2c1=O | -14 | -5 | -9 | 1% | 0.6% | -4 | 0.1 | 2 | -1
CCOc1cccc2cc(C(=O)Nc3nccs3)c(=O)oc12 | 4 | -6 | -7 | -2% | 1.1% | 6 | 0.5 | 2 | -8
O=C(CC1SC(N2CCCCC2)=NC1=O)Nc1cccc(C(=O)Nc2ncccc2O)c1 (centres undefined) | 11 | -2 | 44 | / | 0.9% | -7 | -0.3 | 2 | 3
Cc1c(NC(=O)/C=C/c2cn(-c3ccccc3)nc2-c2ccccc2)c(=O)n(-c2ccccc2)n1C | -9 | -4 | 10 | -16% | 5.6% | 16 | 1.8 | 2 | 6
Cc1ccc(-c2nn(-c3ccccn3)c(=O)c3ccccc23)cc1 | 16 | 10 | 2 | -4% | -0.2% | -4 | -0.7 | 0 | -3
O=C(Cc1ccccc1F)Nc1cc(Cl)ccc1N1CCCC1 | -24 | -1 | -8 | -13% | 1.4% | -11 | -0.5 | 2 | -8
Cc1ccccc1Nc1c(-c2cccc(N(C)C)c2)nc2ccc(Br)cn12 | -5 | 2 | -12 | 0% | -1.1% | 3 | 0.0 | -1 | 6
O=c1c(Cl)c(NCCCO)cnn1-c1nc2ccccc2[nH]1 | -13 | -12 | -11 | -10% | 2.8% | 4 | -0.8 | 4 | 2
Cc1ccc(C2(C)NC(=O)N(CC(=O)Nc3cc(S(=O)(=O)N4CCOCC4)ccc3C)C2=O)cc1 (centres undefined) | 2 | -3 | 3 | -7% | -0.2% | -6 | 2.1 | 2 | 26
COc1ccc2cc3cc(C(=O)NCCC(C)C)oc3nc2c1 | 0 | -2 | 3 | -10% | 0.2% | 9 | -0.7 | -1 | -2
COCCNC(=O)c1ccc(CS(=O)(=O)c2ccccc2C)o1 | 7 | 3 | 12 | -2% | 3.6% | 3 | -0.3 | 4 | 11
Cc1cc(-c2ccccc2)nc(SC(C(=O)O)c2ccccc2)n1 (centres undefined) | 1 | -7 | -13 | -4% | 1.8% | 9 | -0.1 | 2 | 7
C=CCNC(=O)CC(=O)N/N=C/c1cccc(C)c1 | -2 | -5 | -22 | -10% | 2.1% | -2 | 1.4 | 1 | -4
Cc1ccc(S(=O)(=O)Nc2nc3ccccc3nc2NCC2CCCO2)cc1C (centres undefined) | -6 | -3 | -5 | 3% | 5.6% | 9 | -0.4 | 1 | 3
CC(C)CNC(=O)c1cc2nc3c(c(C(F)(F)F)n2n1)CCc1ccccc1-3 | -14 | -8 | 18 | -14% | 2.8% | -1 | 1.5 | 4 | 3
C=CCn1c(SCC(=O)Nc2ccccc2CC)nnc1-c1ccncc1 | -4 | -4 | -11 | -9% | 2.1% | 0 | -0.2 | 1 | 0
O=C1CC(c2ccc(Br)cc2)NC(c2ccc(Br)cc2)C1c1ccccc1 (centres undefined) | / | -6 | 3 | 2% | 3.4% | -2 | -0.3 | 7 | 0
CCN(CC(=O)Nc1c(F)cccc1F)C(=O)CNC(=O)c1ccco1 | -10 | 3 | 3 | / | 0.2% | 4 | 0.3 | 3 | 10
CCOc1ccc(-n2c(Cc3ccccc3)nnc2SCc2c(C)noc2C)cc1 | -11 | 0 | -8 | -13% | 2.2% | -6 | 8.1 | 3 | -7
Cc1ccccc1CN(C)CC(=O)Nc1ccccc1Oc1ccccc1 | / | 9 | 6 | 2% | 0.8% | 15 | 0.6 | 0 | 4
Cc1c(/C=N/NC(=O)c2cccnc2)c2ccccn2c1C(=O)c1ccc(F)cc1 | / | -3 | -12 | 6% | 2.8% | -1 | -0.5 | 2 | 0
CCC(C)(C)NC(=O)CN(Cc1cccs1)C(=O)CNS(=O)(=O)c1ccc(F)cc1 | -2 | -5 | 5 | -4% | 1.3% | 1 | -0.7 | 3 | 3
Cc1ccc(OCC(=O)NCC(=O)OCc2cc(=O)n3nc(C(C)C)sc3n2)cc1 | / | -3 | 4 | -5% | 4.1% | 18 | -0.5 | 0 | 5
O=C(OCc1ccccc1Cl)c1ccc(-c2nnn(Cc3ccccc3Cl)n2)cc1 | / | -3 | -6 | -7% | 0.1% | -3 | 1.2 | -1 | 0
CCc1ccc(NC(=O)N2CCC(c3ccccc3)C2)cc1 (centres undefined) | -13 | -4 | -7 | -20% | -2.2% | -8 | -2.3 | 0 | -6
CCNc1nc(NCC)n2c(SCC(=O)Nc3cc(Cl)ccc3OC)nnc2n1 | -8 | 7 | 15 | / | -0.2% | 7 | -0.2 | -1 | 9
CCN(CC)C(=O)CSc1nnc2nnc3cc(Cl)ccc3n12 | -5 | -3 | 19 | 31%[activator] | 9.4% | / | 2.1 | 6 | -13
CCOc1ccc(C(O)(CCC(C)C)C(CN2CCOCC2)c2ccccc2)cc1 (centres undefined) | -37 | 6 | 52 | -6% | 0.0% | -10 | 1.6 | 5 | 1

Shown with the structure last: entries from further up.
RXFP1 antagonist	D1 PAM	D1 antag	Apoferritin bind	RXFP1 ag	D2 PAM	TRHR agonist	D1 ag	TRHR PAM	SMILES
/	-3	-12	6%	2.8%	-1	-0.5	2	0	Cc1c(/C=N/NC(=O)c2cccnc2)c2ccccn2c1C(=O)c1ccc(F)cc1
-8	7	15	/	-0.2%	7	-0.2	-1	9	CCNc1nc(NCC)n2c(SCC(=O)Nc3cc(Cl)ccc3OC)nnc2n1

(more compounds)
canonical_smiles,RXFP1 antagonist,D1 PAM,D1 antag,Apoferritin bind,RXFP1 ag,D2 PAM,TRHR agonist,D1 ag,TRHR PAM
CCOc1ccccc1NC(=O)[C@@H](NC(=O)c1cccc(S(=O)(=O)N2CCOCC2)c1)C(C)C,14,-6,29,-5%,0.6%,0,-0.4,0,1
NS(=O)(=O)c1ccc(CCNc2nc(C(F)(F)F)nc3ccccc23)cc1,-1,-4,-36*,10%,-0.5%,-5,-1.4,6,5
Oc1c(C(c2ccccc2F)N2CCN(Cc3ccccc3)CC2)sc2nc(-c3ccco3)nn12 (centres undefined),-2,-1,/,-4%,2.0%,14,-0.3,-2,2
Cc1ccc(Cn2ccnc2SCC(=O)Nc2nc3ccccc3s2)cc1,-2,-1,0,?,1.0%,0,0.0,1,6
O=[N+]([O-])c1ccc(-[n+]2nc(-c3ccccc3)nn2-c2ccccc2)cc1,14,-8,-9,-8%,1.3%,0,0.4,-1,-7
CCOc1ccc2nc(C(C)O)[nH]c2c1 (centres undefined),-24,2,-4,-3%,0.0%,16,0.2,0,-2
O=C(NNc1nc2ccccc2s1)Nc1ccc(Cl)c(Cl)c1,-25,-4,-7,-21%,-0.1%,/,0.1,0,13
COc1ccc(C(=O)Nc2ccncc2)cc1[N+](=O)[O-],4,-2,-7,-7%,0.8%,14,0.5,4,-5
COc1ccc(C(=O)NNC(=O)C(=O)Nc2ccc(C)cc2)cc1,-8,-6,-7,2%,3.6%,/,0.5,-1,-4
COc1cccc(/C=N/NC(=O)C(=O)Nc2ccccc2OC(F)(F)C(F)F)c1,1,-5,-4,-4%,0.2%,-4,-1.6,2,-8
O=C(CCc1ccccc1)N/N=C/c1cccc(O)c1,-5,-5,-15,-18%,-2.2%,/,-0.9,5,5
COc1ccccc1CNC(=O)c1ccc(NC2=NC3CS(=O)(=O)CC3S2)cc1 (centres undefined),19,3,18,-3%,1.5%,-5,0.4,3,4
Cc1cc(C)c(NC(=O)CNC(=O)CN2C(=O)NC3(CCCc4ccccc43)C2=O)c(C)c1 (centres undefined),2,8,5,/,-0.1%,13,0.7,1,6
CCOC(=O)N1CCN(C(=O)Nc2ccccc2)CC1,-3,-2,-5,-1%,-2.7%,-2,1.8,1,-4
COc1nc(NCc2ccco2)nc(N2CCC(C)CC2)n1,-9,7,29,?,-0.8%,13,0.2,0,1
CCOc1ccccc1-c1noc(CCCC(=O)Nc2cccc(C(F)(F)F)c2)n1,/,-1,2,5%,-4.4%,-17,-0.8,5,1
CC(C)OCCCNc1nc2c(-c3ccccc3)nnn2c2ccccc12,/,4,-15,46%[activator],-0.8%,-3,-1.6,-1,13
Cc1ccccc1C(=O)OC(C)CN1CCOCC1 (centres undefined),1,0,10,-11%,1.4%,-1,-0.8,0,-2
COc1ccc(C(=O)Nc2ccc(OC)c(OC)c2)cc1,11,0,-4,-5%,0.2%,1,-0.1,1,7
CCOC(=O)c1ccccc1NC(=O)c1cc2ccc3cccnc3c2[nH]1,10,-1,-5,1%,3.3%,4,1.0,5,-8
O=C(COC(=O)c1ccccc1Br)Nc1ccc2[nH]c(=O)[nH]c2c1,-11,2,21,/,1.4%,5,0.3,3,6
Cc1ccc2nc(NCCNC(=O)c3ccccc3)c(C#N)cc2c1,-2,-5,-15,41%[activator],5.2%,/,-0.9,4,-9

Screening results deposited in PubChem BioAssay by National Center for Advancing Translational Sciences (NCATS).
